Assay outcomes from PubChem BioAssay.
MgcRacGAP inhibition: MgcRacGAP GTPase-activating activity inhibitors, confirmation, biochemical, ADP Hunter fluorescence; MgcRacGAP-stimulated Rac1 GTP hydrolysis, ADP Hunter fluorescence; higher % means a stronger effect; GST-tagged Rac1 F28L mutant substrate; inhibition, % at 30 µM; hits with a dose series show IC50 in µM; hit rate 0.6% among 340,000;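 active = first-screen hits whose inhibition reached a set limit at any dose in the follow-up dose series; inconclusive = inhibition above the set first-screen limit but never retested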;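 also: fluorescence reports GDP produced by GAP-driven GTP hydrolysis; strong numbers were not always called active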
Myeloid diff MLP: compounds promoting myeloid differentiation. ER-HoxA9 myeloid progenitors, lysozyme-GFP differentiation, flow cytometry. hit rate 1% among 360,000. calls only at 10 µM. AID 624256;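 active = normalized GFP-positive differentiation at or above the plate's own cutoff, the solvent-only control mean plus 3 SD; inconclusive = no clear call, values can overlap the other calls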;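 also: cells exposed to compound for four days before flow analysis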
NTR1 agonist: agonists of NTR1, primary screen, imaging, U2OS cells, beta-arrestin-GFP, high content (AID 493036) | P30989 | NTR1-U2OS beta-arrestin-GFP spot imaging, agonist mode | activation, % at 20 µM | hit rate 0.17% among 330,000;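 active = activation at or above 40% of the spot to cytoplasm intensity ratio, with at least 20 cells analyzed; inconclusive = wells under 20 cells, flagged as cytotoxic or low count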;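 also: 0% = DMSO without peptide and 100% = 100 nM NTR1 peptide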
Target sequence (P30989 whole entry, looked up): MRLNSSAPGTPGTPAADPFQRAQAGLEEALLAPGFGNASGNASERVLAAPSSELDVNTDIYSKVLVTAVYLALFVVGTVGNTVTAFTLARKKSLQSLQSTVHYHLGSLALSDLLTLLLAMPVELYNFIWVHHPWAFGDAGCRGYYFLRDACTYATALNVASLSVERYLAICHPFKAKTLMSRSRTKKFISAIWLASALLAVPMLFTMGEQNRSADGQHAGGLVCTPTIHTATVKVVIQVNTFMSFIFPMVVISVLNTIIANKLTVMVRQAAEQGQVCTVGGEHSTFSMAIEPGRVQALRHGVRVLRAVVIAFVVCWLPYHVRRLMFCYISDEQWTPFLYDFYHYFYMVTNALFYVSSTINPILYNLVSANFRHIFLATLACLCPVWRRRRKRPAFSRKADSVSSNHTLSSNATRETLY
NTR1 agonist cell count 20 µM: recorded beside NTR1 agonist, whose call it bears; cell count; measured here: cell count, cytotoxicity flag
Myeloid diff MLP GFP+ MAC1+ %: also measured in Myeloid diff MLP; calls as there; GFP+ MAC1+ double positive, %; measured here: differentiation confirmed by MAC1 staining
The depositor's hits bear a star; i = inactive; ? = inconclusive; / = no result given. Only part of the results is shown; rates above refer to the full screens.

SMILES	MgcRacGAP inhibition	Myeloid diff MLP	Myeloid diff MLP GFP+ MAC1+ %	NTR1 agonist	NTR1 agonist cell count 20 µM
COC1Cc2ccccc2N(C(N)=O)c2ccccc21 (stereo not drawn)	13%	i	0.5	-0.1	72
Cc1ccc(S(=O)(=O)N2CCC(C(=O)NN3CCCCC3)CC2)cc1	4%	i	1.5	-0.1	66
Nc1ccc2c(c1)CCC2=O	2%	i	0.6	-1.2	69
CC(C)(C)c1ccc(CSc2ccc(S(=O)(=O)N3CCOCC3)cn2)cc1	2%	i	0.9	0.9	52
Cc1ccc(NC(=O)COC(=O)c2ccc(-n3cccn3)cc2)cc1C	14%	i	1.3	-1.2	59
CCCCN(C(=O)c1c(-c2ccccc2)noc1C)c1c(N)n(CCC)c(=O)[nH]c1=O	4%	i	0.4	1.8	67
O=C(O)CC1(CC(=O)Nc2ccccc2Br)CCCC1	2%	i	0.7	-0.7	48
CCN(C(=O)COC(=O)c1ccc(O)cc1O)c1c(N)n(Cc2ccccc2)c(=O)[nH]c1=O	4%	i	0.6	-0.8	49
Cc1ccc(/C=C/C(=O)OCC(=O)NCc2ccc(Cl)cc2)o1	4%	i	0.5	-1.4	58
O=C(CN1CCN(S(=O)(=O)c2ccc(Cl)cc2)CC1)N1CCCC1	4%	i	0.5	-0.6	79
CC(C)Oc1ccc(C(=O)OCC(=O)c2ccc[nH]2)cc1	9%	i	0.8	-0.3	68
COc1ccc(C(=O)c2c3ccc([N+](=O)[O-])cc3[n+]([O-])n2CCCC(N)=O)cc1	-23%	?	/	1.0	50
CC(=O)c1nn(-c2cccc(C)c2)cc1C(=O)c1cccc(Br)c1	7%	i	0.3	7.2	50
CCc1cccc(CC)c1C(OC(C)=O)c1cccnc1 (stereo not drawn)	8%	i	0.6	-0.8	54
CN(C)CC(NC(=O)c1cccc(S(=O)(=O)Nc2ccc3c(c2)OCO3)c1)c1ccccc1 (stereo not drawn)	5%	i	0.8	-0.3	82
O=C(Cn1nc(C(=O)O)c2ccccc2c1=O)Nc1cccc(S(=O)(=O)N2CCOCC2)c1	4%	i	1.3	-0.2	66
CCCCN(Cc1ccc(C(=O)N[C@H](C(=O)O)C(C)C)cc1)C(=O)C(c1ccccc1)c1ccccc1	3%	i	0.5	1.8	41
Cc1cc(NC(=O)CCC(=O)N(CC2CCCO2)C(C(=O)NC2CCCC2)c2ccccc2C)no1 (stereo not drawn)	11%	i	0.3	0.7	56
COc1ccc(COC(=O)C2CCN(C(=O)c3ccc(Cl)cc3)CC2)cc1F	-6%	i	1.2	-1.4	43
Cn1c(N)c(C(=O)CSc2n[nH]c(N)n2)c(=O)n(C)c1=O	-1%	i	0.9	2.2	50
O=[N+]([O-])c1cccc(CP(=O)(c2ccccc2)c2ccccc2)c1	3%	i	1.5	-0.7	63
Cn1cncc1C#Cc1c(-c2ccc(S(C)(=O)=O)cc2)sc2ccccc12	-6%	?	/	15	67
CC[C@@]1(C(=O)OC)N[C@H](CN(C)C(=O)Nc2ccc(F)cc2)[C@@H]2C(=O)N(Cc3ccccc3)C(=O)[C@@H]21	-10%	i	1.6	-1.6	55
CCOC(=O)C1=C(N)OC2=C(C(=O)CCC2)C1c1ccc2c(c1)OCO2 (stereo not drawn)	9%	i	0.5	-0.8	45
O=C(O)c1ccccc1N=N/C(=N/Nc1cc(S(=O)(=O)O)ccc1O)c1ccccc1	8%	i	0.8	-1.3	66
Cn1c(=O)c2c(nc(CN3CCc4ccccc4C3)n2Cc2ccc(F)cc2)n(C)c1=O	2%	i	5.6	0.9	51
COc1ccc(C(=O)NCc2ccccc2C)cc1S(=O)(=O)NC1CCCC1	6%	i	0.7	2.8	56
C=CC[C@H](CC(=O)NCCO)C(=O)N[C@@H](C)COC(=O)[C@@H](CC=C)CC(=O)OC(C)(C)C	5%	i	1.2	-2.8	60
COC(=O)C1CCN(C(=O)COC(=O)c2cc([N+](=O)[O-])ccc2N2CCOCC2)CC1	-1%	i	1.0	-1.5	48
COC(=O)C[C@H]1c2cc(C(F)(F)F)ccc2S(=O)(=O)N1c1ccc(N(C)C)cc1	9%	?	/	0.4	86
CCC1CCCCN1C(=O)CSc1nnc2nc(C)cc(C)n12 (stereo not drawn)	4%	i	0.1	-0.6	54
O=C(CSc1nnc(CN2CCCC2)n1-c1ccccc1)c1ccc2c(c1)OCO2	14%	i	1.0	2.4	58
COC(=O)c1c(NC(=O)CSc2ncnc3ccccc23)sc(C)c1C	20%	i	0.4	36	47
Cc1cccc(OCc2nnc(SC(C)C(=O)Nc3ccc(N4CCOCC4)cc3)o2)c1 (stereo not drawn)	6%	i	0.6	-1.4	49
Cc1ccc(S(=O)(=O)N2CCN(C(=O)COC(=O)CCOc3ccccc3)CC2)c(C)c1	9%	i	0.6	-0.1	53
Clc1cc(Cl)c(Cl)c(Cl)c1Cl	2%	i	0.4	2.0	46
CN(CC(=O)Nc1ccc(Cl)c(C(F)(F)F)c1)C(=O)/C=C/c1cccs1	10%	i	1.1	-0.3	63
Cn1nc(C(=O)Nc2ccc(Cl)c(S(=O)(=O)N3CCOCC3)c2)c2ccccc2c1=O	3%	i	0.7	1.7	82
COc1cc(C(=O)Nc2ccn(C)n2)ccc1OC(F)F	3%	i	0.7	-2.3	40
Cc1ccc(-n2nnnc2SCC(=O)NCC2(N3CCOCC3)CCCCC2)c(C)c1	2%	i	0.4	0.9	59
O=C(COC(=O)/C=C/c1ccc(Cl)c(Cl)c1)NC1CCCC1	2%	i	0.7	0.6	70
N#Cc1ccc(CN2CCN(C(=O)CNC(=O)Cc3ccccc3)CC2)cc1	-4%	i	0.5	-0.5	59
C[C@@H]1O[C@@H](O[C@H]2[C@H](O)[C@@H](O)[C@H](Oc3c(-c4ccc(O)cc4)oc4cc(O)cc(O)c4c3=O)O[C@@H]2CO)[C@H](O)[C@H](O)[C@H]1O	10%	i	2.1	-1.4	69
C#CCOCCOCCOCCNc1nc(N2CCN(C(=O)[C@H](CCCCN)n3cc([C@@H](N)C(C)CC)nn3)CC2)nc(N2CCN(C(=O)[C@H](Cc3cc4ccccc4[nH]3)n3cc([C@@H](N)C(C)CC)nn3)CC2)n1 (stereo partly drawn)	68µM*	i	2.3	-0.9	68
Cc1c(Cl)cccc1NC(=O)CNC(=O)CCCc1nc2ccccc2c(=O)[nH]1	-2%	i	0.9	-0.7	46
COc1ccc(S(=O)(=O)N2CCN(C(=O)c3cc(C)oc3C)CC2)cc1OC	0%	i	1.1	-1.2	60
CCN(C(=O)COC(=O)CCOc1cccc(C)c1)c1c(N)n(Cc2ccccc2)c(=O)[nH]c1=O	-3%	i	0.8	-0.8	62
CC(C)n1nc(C(=O)NC2CCCCCC2)c2ccccc2c1=O	7%	i	0.7	-0.2	93

Quoted from the listing.
O=C(COC(=O)/C=C/c1ccc(Cl)c(Cl)c1)NC1CCCC1 – NTR1 agonist cell count 20 µM: 70
CN(CC(=O)Nc1ccc(Cl)c(C(F)(F)F)c1)C(=O)/C=C/c1cccs1 – MgcRacGAP inhibition: 10%
C[C@@H]1O[C@@H](O[C@H]2[C@H](O)[C@@H](O)[C@H](Oc3c(-c4ccc(O)cc4)oc4cc(O)cc(O)c4c3=O)O[C@@H]2CO)[C@H](O)[C@H](O)[C@H]1O – NTR1 agonist: -1.4
Cc1c(Cl)cccc1NC(=O)CNC(=O)CCCc1nc2ccccc2c(=O)[nH]1 – MgcRacGAP inhibition: -2%

(more compounds)
SMILES	MgcRacGAP inhibition	Myeloid diff MLP	Myeloid diff MLP GFP+ MAC1+ %	NTR1 agonist	NTR1 agonist cell count 20 µM
Cc1cccc(NC(=O)CNC(=O)COC(=O)c2ccco2)c1C	-1%	i	0.2	-0.6	58
O=C(COC(=O)c1c(F)cccc1F)Nc1ccc(N2CCCCC2)cc1	13%	i	0.4	-0.1	68
Cc1cc(Br)ccc1NC(=O)CNC(=O)CNc1cccc([N+](=O)[O-])c1	-1%	i	0.6	0.1	60
COc1ccc(Cc2nnc(SCC(=O)c3c(N)n(C4CC4)c(=O)[nH]c3=O)o2)cc1	4%	i	0.6	-0.3	35
CC(NC(=O)C1CCN(C(=O)Nc2ccccc2)CC1)c1ccc(Cl)cc1 (stereo not drawn)	5%	i	0.4	-1.0	72
Cc1ccc(-c2nnn(CC(=O)N(CC(=O)NC3CCCCC3)c3cnc4ccccc4c3)n2)o1	2%	i	7.6	-0.7	94
O=C(COC(=O)c1ccc(Br)o1)Nc1ccc(N2CCOCC2)cc1	6%	i	1.5	-0.5	62
Cc1cc2c(c(C)c1Br)C(c1ccc3c(c1)OCO3)CC(=O)O2 (stereo not drawn)	1%	i	0.4	17	51
COc1cc2cc(CCCO)oc(=O)c2cc1OC	13%	i	0.4	-0.3	57
CC(=O)c1ccc(OCCCC(=O)Nc2ccc(C)c(S(=O)(=O)N3CCOCC3)c2)cc1	10%	i	0.5	0.5	68
CC(C)[C@@H](CO)NS(=O)(=O)c1ccc(Br)cc1F	9%	i	0.8	1.5	51
O=C(CNS(=O)(=O)c1ccc2c(c1)OCCCO2)N1CCN(c2ccc(F)cc2)CC1	-3%	i	1.4	-0.8	98
Cn1nc(C(=O)Nc2ccc3c(c2)OCCO3)c2ccccc2c1=O	6%	i	0.6	3.2	46
O=C(COC(=O)c1ccncc1)Nc1ccc2c(c1)OCO2	2%	i	1.2	-0.7	66
CCC1(CC)NC(=O)N(CC(=O)OCc2nc3cc(C(=O)OC)ccc3c(=O)[nH]2)C1=O	3%	i	0.6	-0.3	72
O=C(Cc1cccs1)N1CCN(S(=O)(=O)c2ccc(Cl)c(C(F)(F)F)c2)CC1	4%	i	1.0	2.3	90
Cc1cc(C)c(NC(=O)CN(C)CC(=O)N(C)CC(=O)Nc2c(Cl)cccc2Cl)c(C)c1	-2%	i	0.6	-2.1	53
COc1cccc([C@@H]2CC=C(C(=O)O)[C@H](c3ccc(C)cc3)N2S(=O)(=O)c2ccc(C)cc2)c1	3%	i	0.5	2.1	71
Cc1ccc(NC(=O)CNc2cccc(Br)c2)cc1S(=O)(=O)N1CCOCC1	6%	i	0.8	2.3	53
CCOC(=O)C1=C(COC(=O)Cc2c(F)cccc2Cl)NC(=O)NC1C (stereo not drawn)	-1%	i	0.3	0.9	61
CCOc1ncccc1C(=O)N(CCC(C)C)c1c(N)n(Cc2ccccc2)c(=O)[nH]c1=O	0%	i	1.7	-0.5	59
COc1ccccc1CNC(=O)COC(=O)C1CC1	-2%	i	0.7	-2.2	63
C=CCn1c(SCC(=O)N2CCOCC2)nc2sc(CC)cc2c1=O	9%	i	1.2	-1.4	48
CCCn1c(SCC(=O)NC2CCC(C)CC2)n[nH]c1=O (stereo not drawn)	5%	i	0.7	-2.0	65
C=CCn1c(SCC(=O)c2ccc(O)c(O)c2)nnc1-c1ccc(OC)cc1	8%	i	3.2	-0.1	42
Cc1ccc(NC(=O)CN(C)C(=O)c2ccc(Sc3nncn3C)c([N+](=O)[O-])c2)cc1	2%	i	0.6	0.0	55
Cc1c(C(=O)NNC(=O)c2cccnc2)cccc1[N+](=O)[O-]	3%	i	0.1	2.8	61
C[C@@H]1[C@H]2[C@@H]3CC[C@@H](C3)[C@H]2CN[C@H]1c1cn(Cc2ccccc2)c2ccccc12	7%	i	0.2	26	49
Cc1nnc(SC(C)C(=O)NC2CCCCC2)s1 (stereo not drawn)	6%	i	0.3	-1.3	60
COc1cc(NC(=O)c2ccc(N3CCCC3=O)cc2)cc(OC)c1	4%	i	1.6	-0.2	80
CCCN1C(C)C(C(=O)OCC)=CN(Cc2cccc(I)c2)S1(=O)=O (stereo not drawn)	7%	i	0.6	1.9	79
CC(=O)C(Cc1ccccc1)NC(=O)COc1ccc2c(c1)OCO2 (stereo not drawn)	-2%	i	1.5	1.1	61
CCN(CC(=O)Nc1ccccc1OC)C(=O)C1CCCC1	0%	i	0.6	2.6	53
O=S1(=O)[C@H]2C[C@H](CO)O[C@@]2(CO)CN1Cc1ccc(-c2ccc(F)cc2)cc1	2%	i	1.5	0.9	42
O=C(COC(=O)/C=C/c1ccccc1)NC1CCCCC1	0%	i	0.1	3.5	49
CCOc1ccc(CC(=O)NC2CC(C)(C)N(C)C(C)(C)C2)cc1OCC	5%	i	0.1	-0.4	46
O=C(O)c1ccc(Cl)c(S(=O)(=O)Nc2ccc(S(=O)(=O)N3CCCC3)cc2)c1	4%	i	0.2	1.1	51

Four compounds from above, limited to NTR1 agonist cell count 20 µM, MgcRacGAP inhibition and NTR1 agonist.
| molecule | NTR1 agonist cell count 20 µM | MgcRacGAP inhibition | NTR1 agonist |
| --- | --- | --- | --- |
| Cc1nnc(SC(C)C(=O)NC2CCCCC2)s1 (stereo not drawn) | 60 | 6% | -1.3 |
| COc1cc(NC(=O)c2ccc(N3CCCC3=O)cc2)cc(OC)c1 | 80 | 4% | -0.2 |
| CCCN1C(C)C(C(=O)OCC)=CN(Cc2cccc(I)c2)S1(=O)=O (stereo not drawn) | 79 | 7% | 1.9 |
| CC(=O)C(Cc1ccccc1)NC(=O)COc1ccc2c(c1)OCO2 (stereo not drawn) | 61 | -2% | 1.1 |
